AddAB inh: growth inhibition of E. coli expressing H. pylori AddAB, primary screen, AddAB inhibitor project, absorbance. actives 0.29% (n = 330,000). AID 435030, 2010. inhibition, % at 11.9 µM; in the data active = inhibition above about 12%;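 also: 0% = vehicle wells of infected cells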
phage Ecoli inh: growth loss of phage-infected E. coli, primary screen, RecBCD inhibitor project, absorbance, with phage, HTS. inhibition, % at 11.9 µM. actives 0.26% (n = 360,000); in the data active = inhibition above about 11%
OPRM1-OPRD1 inv: inverse agonists of MOR-DOR heterodimerization, primary screen, cell-based, luminescence; Mu-type opioid receptor (Homo sapiens) + Delta-type opioid receptor (Homo sapiens), …; cell-based MOR-DOR heterodimer luminescence, inverse agonism; actives 0.21% (n = 340,000); inhibition, % at 9.3 µM; in the data active = inhibition above about 22%, passing the limit was not always enough;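 also: 0% = cells with DMSO and 100% = wells without cells with DMSO; values of inactives mirror those of a sister screen read the other way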
Target sequence (P35372 whole entry, looked up): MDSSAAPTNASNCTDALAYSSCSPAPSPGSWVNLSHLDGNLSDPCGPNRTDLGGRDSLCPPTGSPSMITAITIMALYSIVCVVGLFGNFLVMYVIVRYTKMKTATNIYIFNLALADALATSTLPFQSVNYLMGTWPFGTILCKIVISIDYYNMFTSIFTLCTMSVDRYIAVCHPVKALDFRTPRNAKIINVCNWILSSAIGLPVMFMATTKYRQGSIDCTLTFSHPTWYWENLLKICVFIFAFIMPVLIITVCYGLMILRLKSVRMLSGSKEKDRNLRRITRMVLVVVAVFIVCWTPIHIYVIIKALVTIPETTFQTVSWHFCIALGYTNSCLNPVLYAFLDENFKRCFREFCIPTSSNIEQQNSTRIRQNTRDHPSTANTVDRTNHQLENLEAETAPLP
Target sequence (P41143 whole entry, looked up): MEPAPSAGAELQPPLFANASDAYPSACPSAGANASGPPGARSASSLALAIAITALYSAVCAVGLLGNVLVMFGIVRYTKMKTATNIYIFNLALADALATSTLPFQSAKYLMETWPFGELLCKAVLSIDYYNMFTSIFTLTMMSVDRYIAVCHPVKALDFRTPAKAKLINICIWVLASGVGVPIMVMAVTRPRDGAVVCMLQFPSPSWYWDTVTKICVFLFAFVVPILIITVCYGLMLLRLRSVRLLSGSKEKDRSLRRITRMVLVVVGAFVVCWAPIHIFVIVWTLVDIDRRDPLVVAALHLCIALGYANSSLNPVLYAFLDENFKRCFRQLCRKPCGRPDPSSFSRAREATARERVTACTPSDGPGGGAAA
Mot1-301 SUMO: yeast Mot1-301 growth rescue at high temperature, primary screen, SUMOylation pathway inhibitor project, S. cerevisiae, ATP luminescence, 38.5C; S. cerevisiae Mot1-301 growth rescue; percent above DMSO median, 100 means doubled; growth rescue, % at 18.8 µM; actives 1% (n = 320,000);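 active = every valid replicate shows activation above 250% relative to neutral control wells; inactive = the rest, any valid replicate at or below 250%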;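 also: OY570 slx delta 5 strain wells were the positive control but not used for scaling; some compounds called inactive have numbers as strong as hits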
PKA-R1A act: activators of PKA-R1A holoenzyme, primary screen, biochemical, fluorescence polarization, Cy5-IP20, bovine R1A, mouse PKAc; cAMP-dependent protein kinase type I-alpha regulatory subunit (Bos taurus) + …; PKA-R1A dissociation; scaled: DMSO 0%, 113 µM cGMP 100%; activation, % at 11.4 µM; actives 0.083% (n = 340,000);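 active = percent activation above the mean of all tested compounds plus 3 SD, cut at about 19% in these data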;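 also: higher means more PKAc released from R1A so a rise in polarization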
OPRM1-OPRD1 ag: agonists of OPRM1-OPRD1 heterodimerization, primary screen, cell-based, luminescence; cells; activation, % at 9.3 µM; actives 0.3% (n = 340,000); in the data active = activation above about 18%;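 also: 0% = vehicle-treated cells and 100% = reference agonist; values of inactives mirror those of a sister screen read the other way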
E coli growth: E. coli V3065 growth inhibition, primary screen, counter-screen for AddAB inhibitor project, absorbance, OD600; actives 0.27% (n = 330,000); AID 449728, 2010; inhibition, % at 11.9 µM; 18 h;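 active = inhibition above the campaign's mean inhibition across all tested compounds plus 3 SD, cut at about 9.9% in these data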;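 also: uninfected addAB+ strain grown without phage in ampicillin broth; 0% = DMSO wells and 100% = ciprofloxacin 0.95 µg/ml wells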
Tat export inh: E. coli Tat export inhibitors, primary screen, MC4100, TorA-mCherry reporter, fluorescence, single point; inhibition, % at 10 µM; actives 0.036% (n = 340,000);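 active = mean replicate inhibition at least 50% and at least half of replicates individually reaching 50%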;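 also: exported cargo escapes ClpAP degradation while cytoplasmic cargo is degraded and loses fluorescence; 0% = median of neutral control wells and 100% = median of NaSCN control wells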
PKA-R2B act: activators of PKA-R2B holoenzyme, primary screen, biochemical, fluorescence polarization, Cy5-IP20, human; cAMP-dependent protein kinase catalytic subunit beta (Homo sapiens) + cAMP-dependent …; PKA-R2B holoenzyme dissociation; R2B truncated from residue 108, S112A mutant; 0% DMSO only, 100% 113 µM cGMP; activation, % at 11.4 µM; actives 0.079% (n = 340,000); AID 504700, 2011;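 active = activation above a cutoff set at the mean over all compounds plus 3 SD, cut at about 18% in these data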;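 also: higher means more holoenzyme dissociation and a rise in polarization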
PfHsp90 set2: growth inhibition of PfHsp90-expressing yeast, primary screen, antimalarial PfHsp90 inhibitor project, S. cerevisiae, BacTiter-Glo luminescence, single point, set 2. inhibition, % at 9.4 µM. AID 504621, 2011. BacTiter-Glo ATP, 48 h; yeast lacking PDR1 and PDR3 efflux regulators. actives 0.32% (n = 310,000);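 active = every replicate shows inhibition above about 80%, whatever the replicate mean, limit read from the data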;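 also: 0% = DMSO neutral controls and 100% = 20 µM radicicol positive controls; yeast relying on Plasmodium falciparum Hsp90 in place of its own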
HTR5A inv ctr: HTR5A inverse agonists in luminescence cell assay, primary screen, counter-screen for OPRM1-OPRD1 heterodimer inverse agonist project, full-deck HTS | 5-hydroxytryptamine receptor 5A (Homo sapiens), P47898 | HTR5A cell line, inverse agonism | inhibition, % at 9.3 µM | actives 0.083% (n = 340,000) | AID 504634, 2011; in the data active = inhibition mostly above about 23%, no sharp cut-off; inactive = mostly below about 18%;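 also: 0% = cells with DMSO and 100% = no-cell wells with DMSO; some compounds called inactive have numbers as strong as hits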
* hit, by the source's call; i = inactive; . = no result given. Not a hit list. Share with any hit: about 2.2%.

SMILES | AddAB inh | phage Ecoli inh | OPRM1-OPRD1 inv | Mot1-301 SUMO | PKA-R1A act | OPRM1-OPRD1 ag | E coli growth | Tat export inh | PKA-R2B act | PfHsp90 set2 | HTR5A inv ctr
Cc1ccccc1-c1n[nH]c(=S)n1C | 0.7 | 3.3 | 7 | 6 | 0 | -1.0 | -4.1 | -10 | -7 | -22 | 18
O=S(=O)(NCC1CCCO1)c1ccc(S(=O)(=O)N2CCCC2)cc1 (centres undefined) | 3.1 | 2.7 | 6 | -17 | -1 | -1.1 | -2.2 | -3 | -5 | 21 | 5
COc1ccc(CNC(=O)CCN2C(=O)c3ccccc3C2=O)cc1 | -2.2 | 0.7 | 15 | -10 | 3 | -2.6 | -1.2 | -14 | 4 | -14 | 4
O=S(=O)(Nc1ccc(S(=O)(=O)N2CCCCC2)cc1)c1ccc(Br)s1 | 5.3 | 2.5 | 12 | -12 | -1 | -2.9 | -1.2 | 0 | -9 | 38 | -4
O=C(c1ccc(CS(=O)(=O)c2ccc(Br)cc2)o1)N1CCN(c2ccccn2)CC1 | 4.8 | 3.0 | 15 | 6 | -2 | -3.0 | 2.0 | 3 | -4 | 1 | 1
COc1ccc(-c2csc(NC(=O)c3ccc(N4C(=O)CCC4=O)cc3)n2)cc1OC | 0.0 | 0.9 | 0 | 3 | -5 | -0.1 | -1.8 | 0 | 5 | . | 14
CN(Cc1ccccc1)C1=CC(=[N+]2CCCCC2)CC(C)(C)C1 | 1.3 | 0.2 | 2 | 27 | 0 | -0.3 | 1.0 | 0 | 0 | -10 | -14
CCOC(=O)N1CCN(C(=O)C2CCCN(S(=O)(=O)c3ccc(F)cc3)C2)CC1 (centres undefined) | 1.3 | 1.9 | -8 | -14 | -2 | 1.6 | 1.3 | 1 | 3 | 3 | -12
O=C(NNC(=O)c1ccccc1Br)c1cccs1 | 2.2 | -1.0 | -5 | -6 | 7 | 0.8 | -2.7 | 3 | -8 | 16 | 7
COc1c(C)cc(C(=O)C2CCCN(C(=O)c3cc(C)n(C)n3)C2)cc1C (centres undefined) | 2.6 | -0.6 | 9 | -9 | -3 | -1.7 | 1.3 | -2 | -4 | 4 | -6
Cc1ccccc1C(=O)OCCN1CCOCC1 | 0.8 | 2.3 | 16 | 5 | -6 | -3.1 | -0.7 | 0 | -1 | 0 | 5
C/C(N)=C(/C#N)C(=O)COC(=O)c1ccc(O)cc1 | 3.6 | 4.3 | -11 | 15 | 1 | 1.7 | 0.5 | -8 | -12 | -16 | 0
COc1ccc(Cc2nnc(NN)[nH]c2=O)cc1OC | 97* | 0.4 | -1 | 1 | 7 | 0.2 | 93* | 12 | 10 | -15 | -6
O=C(NC1=NCCS1)c1ccc(Cl)c(S(=O)(=O)N2CCOCC2)c1 | 4.5 | 3.3 | -2 | -6 | 1 | 0.4 | 0.2 | -2 | -1 | -33 | 1
CCc1cc(C(=O)N(C)CC(=O)N(CC(C)C)c2c(N)n(CC(C)C)c(=O)[nH]c2=O)sc1C | -3.0 | . | 6 | -7 | 5 | -1.1 | 0.2 | 2 | 2 | -6 | -21
COc1cc(Nc2nc3ccccc3n3nnnc23)cc(OC)c1OC | 0.8 | -0.4 | -1 | -10 | -2 | 0.2 | 1.0 | 1 | -4 | -3 | -17
O=C(O)CC(CC(=O)Nc1ccc(N2CCOCC2)cc1)c1ccccc1 (centres undefined) | -0.9 | 0.2 | 20 | 3 | -2 | -4.0 | -1.8 | -3 | 4 | 0 | 16
O=C(OCCN1CCOCC1)c1ccccc1Cl | -0.1 | -2.5 | 5 | 3 | 5 | -0.9 | -0.1 | -7 | 8 | -4 | -18
Cc1ccc(S(=O)(=O)NCc2ccc(C(=O)N3CCN(Cc4ccccc4)CC3)cc2)cc1 | 0.3 | 1.1 | 1 | -11 | -7 | -0.2 | -1.6 | 2 | -12 | -9 | 13
CC1CCCN(C(=O)c2ccc(CNc3c(N4CCCCC4)c(=O)c3=O)cc2)C1 (centres undefined) | 1.8 | 3.5 | 14 | i | -8 | -2.5 | 1.6 | 0 | 2 | 26 | 4
CCN(CC)C(=O)C1CCCN(Cc2ccc3ccccc3c2)C1 (centres undefined) | 4.3 | 1.5 | 2 | 11 | 5 | -0.4 | -0.9 | -15 | -5 | 4 | 5
O=C(Nc1nc2c(s1)CCCC2)C1COc2ccccc2O1 (centres undefined) | 2.2 | 2.2 | -10 | 19 | 0 | 1.9 | -1.0 | 4 | 1 | -14 | -11
CC(C)NC(=O)CNc1ccc(C(F)(F)F)cc1[N+](=O)[O-] | 0.1 | 3.2 | 4 | -6 | 2 | -0.8 | 1.0 | -11 | -9 | 35 | 17
CC(C)CC1NC(=O)C(CC(C)C)N(CO)C1=O (centres undefined) | . | 1.7 | 7 | . | -8 | -1.2 | . | 3 | -5 | -3 | 2
CCc1ccccc1NC(=O)c1cc(S(=O)(=O)N2CCCC2)c[nH]1 | -1.7 | 3.5 | 17 | 191 | 6 | -3.0 | 3.0 | -1 | 0 | -2 | -15

Other records
SMILES | AddAB inh | phage Ecoli inh | OPRM1-OPRD1 inv | Mot1-301 SUMO | PKA-R1A act | OPRM1-OPRD1 ag | E coli growth | Tat export inh | PKA-R2B act | PfHsp90 set2 | HTR5A inv ctr
COc1ccc(NC(=O)C2CCN(S(=O)(=O)c3ccc4[nH]c(=O)oc4c3)CC2)c(OC)c1 | -0.1 | . | 12 | -5 | 4 | -2.4 | 0.9 | 4 | 3 | 7 | 5
CCOC(=O)Cc1csc(N/C(=N/S(=O)(=O)c2cc(Br)ccc2OCC)c2ccccc2)n1 | 3.0 | 3.4 | -7 | 2 | -1 | 1.4 | 0.5 | 7 | -5 | -40 | -25
O=C(O)c1oc2ccc(Br)cc2c1-n1cccc1 | 1.6 | 3.5 | 7 | -7 | 3 | -1.3 | -0.5 | 0 | -12 | 1 | -3
O=C(Nc1ccc2oc(-c3cccc(F)c3)nc2c1)c1ccccc1F | 0.8 | 2.0 | 2 | 6 | 7 | -0.3 | -1.8 | -4 | 9 | -15 | 1
CC1Cc2ccccc2N1Cc1cccc(S(=O)(=O)N(C)C)c1 (centres undefined) | -1.1 | 2.6 | -11 | 6 | -3 | 2.3 | -0.7 | 1 | 5 | -2 | -6
CCOC(=O)c1ccc(NC(=O)CCC(=O)NCc2ccco2)cc1 | 2.0 | 0.0 | 6 | -10 | -3 | -1.2 | -0.3 | -6 | 6 | 3 | 4
O=C(O)C1CC=CCC1C(=O)Nc1cccc(C(=O)N2CCCCC2)c1 (centres undefined) | -1.2 | 1.0 | 21 | 4 | -6 | -4.5 | -0.1 | -1 | 0 | 34 | 6
CCOC(=O)C(NC(=O)N(C)C)(Nc1sc(C)c(CC)c1C#N)C(F)(F)F (centres undefined) | 3.2 | 2.3 | 8 | 163 | 0 | -1.4 | 1.6 | 2 | -8 | -22 | 16
Cc1sc2nc(SCC(N)=O)n(-c3ccccc3)c(=O)c2c1C | -0.2 | 2.4 | 11 | 26 | 0 | -2.1 | 0.6 | -9 | -4 | -17 | 18
Cc1c(Cl)c([N+](=O)[O-])nn1CC(=O)NCC(C)C | -2.6 | 1.4 | 1 | -12 | -5 | -0.2 | -2.0 | 6 | -5 | 12 | -6
COc1ccc(-n2cnnc2SCC(=O)Nc2cccc(S(N)(=O)=O)c2)cc1 | 1.7 | 1.4 | 7 | -10 | 8 | -1.2 | 1.1 | -2 | 10 | 22 | -13
COC(=O)c1ccccc1NC(=O)Nc1ccc(Cl)cn1 | 3.1 | 2.5 | 10 | -3 | 0 | -2.2 | 1.2 | -8 | -9 | -15 | -6
O=S(=O)(Nc1nc2ccccc2nc1Cl)c1ccccc1C(F)(F)F | 3.5 | -0.6 | -11 | -11 | 3 | 2.0 | 0.4 | -8 | 11 | 15 | 3
CCCn1c(=O)c2ccccc2n2c(SCc3nnc(-c4ccccc4Br)o3)nnc12 | 1.4 | 0.2 | -8 | 17 | -10 | 1.4 | -0.3 | -1 | 0 | -9 | -1
Cc1ccc(S(=O)(=O)N2CCOCC2)cc1NC(=O)COC(=O)c1ccc(Cl)nc1 | 0.8 | -0.1 | 10 | -2 | 11 | -2.5 | -1.3 | 8 | 4 | -8 | -18
COC(=O)c1sc2ncn(CC(=O)NCCc3ccc(OC)c(OC)c3)c(=O)c2c1C | -0.8 | 2.7 | -31 | -11 | 1 | 4.3 | 2.3 | -3 | -1 | -18 | 8
CC(C)(C)N1CC23C=CC(C[C@@H]2C1=O)O3 (some centres undefined) | 0.6 | 3.4 | -3 | 6 | -6 | 0.5 | -2.1 | -5 | 3 | -1 | -1
CCOC(=O)c1ccc(Nc2nc(C)cc(C)c2C#N)cc1 | -1.4 | 1.4 | -5 | 9 | 4 | 1.2 | -2.2 | 17 | 0 | 51 | 13
COc1ccc(CN(C)C(=O)CCc2ccc(S(=O)(=O)N3CCCCCC3)cc2)c(OC)c1 | 0.9 | 1.7 | 10 | -16 | 6 | -2.5 | -1.2 | 19 | -2 | 8 | -25
CC1CCCC(NC(=O)C2N(CCCN3CCCC3)C(=O)C3C(C(=O)Nc4cccc(Cl)c4)C4C=CC32O4)C1C (centres undefined) | 4.6 | 2.5 | -4 | i | 0 | 0.6 | -1.4 | -1 | -4 | 1 | 7
Cc1ccc(-c2ccc(CCC(=O)O)n2NC(N)=S)cc1 | 0.9 | 1.5 | 8 | . | 6 | -1.4 | 1.6 | -7 | -6 | -5 | 15
Cc1cc(N2Cc3ccccc3C2)ccc1C=O | -0.6 | -1.0 | -3 | -11 | 2 | 0.7 | -0.1 | 9 | 3 | 1 | 6
Cc1ccc(NC(=O)CCC(=O)NNS(=O)(=O)c2ccccc2)cc1C | 4.8 | -0.9 | 7 | -10 | -8 | -1.3 | -1.6 | 4 | -2 | -30 | 9
CCCOc1ccc(/C(O)=C2\C(=O)C(=O)N(CCCOC)C23C(=O)N(C)c2ccccc23)cc1 (centres undefined) | 3.2 | 2.4 | 17 | 0 | 1 | -3.2 | 2.3 | -7 | 5 | -5 | -10

Three entries already listed, ordered by the number in PKA-R2B act, falling.
| structure | PKA-R2B act |
| --- | --- |
| O=C(Nc1ccc2oc(-c3cccc(F)c3)nc2c1)c1ccccc1F | 9 |
| O=C(O)C1CC=CCC1C(=O)Nc1cccc(C(=O)N2CCCCC2)c1 (centres undefined) | 0 |
| Cc1c(Cl)c([N+](=O)[O-])nn1CC(=O)NCC(C)C | -5 |
